Bioassay records from PubChem.
TAG inh = inhibitors of triacylglycerol accumulation | H9c2 cells, Nile Red lipid (TAG) fluorescence; cells loaded with 200 µM oleic acid | inhibition, % at 12.5 µM | 230,000 tested, 0.66% active;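 active means pattern-corrected inhibition of lipid staining of at least 50% with the nuclear-stain viability signal not falling by more than 50%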;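 further: 0% = DMSO wells and 100% = triacsin C control wells; some results filed as inactive read as strong as hits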
TAG inh DAPI viability = further read-out of TAG inh, marked with its call; DAPI nuclei signal change (viability), lower = more cytotoxic, %;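 whole-well DAPI fluorescence read on a plate reader as a viability signal; minus 50 percent equals half of cells still viable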
Starred values were filed as active, the others as inactive. Only part of the results is shown, so the mix of outcomes need not match the whole.

Values run as follows: TAG inh	TAG inh DAPI viability
- COc1ccc(Cn2c(C)nnc2-c2cnn(C)c2N)cc1OC
→ 8	2
- COC(=O)c1ccc(/C=N/N2CCN(Cc3ccccc3)CC2)cc1
→ 0	8
- CC(C)(C)NC(=O)CSc1nnc(NC(=O)c2ccccc2Cl)s1
→ -7	7
- Cc1cc(C(=O)CSc2nnnn2C)c(C)n1CCc1ccc(F)cc1
→ 4	11
- CCOc1ccc(C2C(C#N)=C(N)Oc3n[nH]c(C)c32)cc1OC(=O)C1CC1 (stereo not given)
→ -8	-5
- O=C(NCc1ccc(OC(F)(F)F)cc1)C1CC(c2c(Cl)cccc2Cl)=NO1 (stereo not given)
→ -61	1
- Cc1c(-n2c(SCC(=O)O)nnc2-c2ccccc2Cl)c(=O)n(-c2ccccc2)n1C
→ 1	-3
- Cc1cc(S(=O)(=O)NC(C)c2nnc3ccccn23)ccc1Br (stereo not given)
→ 0	2
- CCOCCCNC(=O)c1ccc(Cn2c(=S)[nH]c3c([nH]c4ccc(OC)cc43)c2=O)cc1
→ 35	69
- Cc1ccc(NC(=O)CCN2C(=O)c3ccccc3S2(=O)=O)cc1C
→ -10	2

Reformatted: 3 of the compounds above.
Molecule | TAG inh | TAG inh DAPI viability
COc1ccc(Cn2c(C)nnc2-c2cnn(C)c2N)cc1OC | 8 | 2
COC(=O)c1ccc(/C=N/N2CCN(Cc3ccccc3)CC2)cc1 | 0 | 8
CC(C)(C)NC(=O)CSc1nnc(NC(=O)c2ccccc2Cl)s1 | -7 | 7

Next section
Values run as follows: TAG inh	TAG inh DAPI viability
- Cn1cnnc1SCc1ccc(C(=O)N/N=C(/CCC(=O)O)c2ccc(C(C)(C)C)cc2)cc1
→ 8	5
- COc1cc(C(=O)c2nccc3cc(OC)c(OC)cc23)c([N+](=O)[O-])cc1OC
→ -2	-5
- CSc1nc(-c2ccccc2)nn1C(=O)c1ccco1
→ -14	-6
- C=CCOn1c(=O)c(-c2ccc(OC)cc2)[n+]([O-])c2ccccc21
→ -8	9
- COc1ccc(CN2CCNC(=O)C2CC(=O)N(C)Cc2ccon2)c(F)c1 (stereo not given)
→ 8	6
- CCOc1cc(S(=O)(=O)N2CCN(CC)CC2)ccc1Cl
→ -7	-2
- COc1ccccc1C(=O)N(CCN(C)C)c1nc2cc(C)cc(C)c2s1
→ 9	7
- CCCCC(=O)OCc1c(-c2cccc(OC)c2)ncc2ccccc12
→ -4	-3
- Cn1ccnc1C(=O)c1cc(SCC(=O)NC2CC2)nc2ccccc12
→ -6	8
- CC(=O)Nc1ccc(-c2nnc(SCc3ccc(C)cc3)n2C)cc1
→ 14	2

Compounds shown so far that contain an aryl thioether with sulfur outside any ring:
Values run as follows: TAG inh	TAG inh DAPI viability
- CC(C)(C)NC(=O)CSc1nnc(NC(=O)c2ccccc2Cl)s1
→ -7	7
- Cc1cc(C(=O)CSc2nnnn2C)c(C)n1CCc1ccc(F)cc1
→ 4	11
- Cc1c(-n2c(SCC(=O)O)nnc2-c2ccccc2Cl)c(=O)n(-c2ccccc2)n1C
→ 1	-3
- Cn1cnnc1SCc1ccc(C(=O)N/N=C(/CCC(=O)O)c2ccc(C(C)(C)C)cc2)cc1
→ 8	5
- CSc1nc(-c2ccccc2)nn1C(=O)c1ccco1
→ -14	-6
- Cn1ccnc1C(=O)c1cc(SCC(=O)NC2CC2)nc2ccccc12
→ -6	8
- CC(=O)Nc1ccc(-c2nnc(SCc3ccc(C)cc3)n2C)cc1
→ 14	2

Later entries:
Values run as follows: TAG inh	TAG inh DAPI viability
- Cc1ccc(NC(=O)COC(=O)C2(CC(=O)NC(C)C)CCCC2)cc1C
→ -4	-7
- Cc1ccc(C23CC4CC(CC(CN)(C4)C2)C3)cc1
→ 42	-7
- COc1ccc(C(=O)N/N=C\C(C)=C\c2ccccc2)cc1OC
→ -9	13
- CNC(=O)c1ccc(NC(=O)c2ccc3c(=O)n4c(nc3c2)CCC4)cc1
→ -6	-2
- O=C(OCC(=O)N1CCOCC1)c1cccc(S(=O)(=O)Nc2ccc(F)cc2)c1
→ -7	2
- CCc1ccc(CN2CCC(n3nccc3NC(=O)c3ccccc3OC)CC2)o1
→ 10	-1
- Cn1c(N)c(C(=O)COC(=O)CSc2cccc3cccc(Cl)c23)c(=O)n(C)c1=O
→ -2	-4
- CC(C)CCC1(C)NC(=O)N(CC(=O)NCC(=O)Nc2ccc(F)c(F)c2F)C1=O (stereo not given)
→ 6	-2
- Cc1ccccc1-c1nnc(NC(=O)c2ccc(N3C(=O)CCC3=O)cc2)s1
→ -2	-8
- Cc1noc(C)c1COc1ccccc1C(=O)NNC(=O)c1ccccc1F
→ 7	-6

Reprinted at random: 2 records from the list.
Values run as follows: TAG inh	TAG inh DAPI viability
- CCOCCCNC(=O)c1ccc(Cn2c(=S)[nH]c3c([nH]c4ccc(OC)cc43)c2=O)cc1
→ 35	69
- Cn1ccnc1C(=O)c1cc(SCC(=O)NC2CC2)nc2ccccc12
→ -6	8

Next part
Values run as follows: TAG inh	TAG inh DAPI viability
- COCCn1c(C)cc(/C=C2/NC(=O)N(Cc3ccc(C)cc3)C2=O)c1C
→ 5	8
- O=C(CSc1nnc(-c2cccnc2)o1)NNC(=O)c1ccc(Br)cc1
→ 13	-10
- COc1ccc(NC(=O)N(Cc2cccnc2)Cc2ccccc2Cl)c(OC)c1
→ -4	-5
- CN(C)CC(=O)Nc1ccc2c(c1)[C@H]1C[C@H](CC(=O)NCc3ccc4c(c3)OCO4)O[C@H](CO)[C@H]1O2
→ 10	-9
- Cc1ccc(C)c(NC(=O)COC(=O)CSc2ccccc2)c1
→ -4	8
- CCCCNS(=O)(=O)c1ccc(NC(=O)c2cccs2)cc1
→ -11	4
- O=C1c2ccccc2C(=O)c2c1oc(C(F)(F)F)c2C(=O)c1ccccc1
→ 33	-45
- O=C(NC(=S)Nc1ccc(Cl)cn1)c1cccs1
→ -13	-4
- Clc1ccc(CSc2nnc(-c3cccnc3)n2Cc2ccco2)c(Cl)c1
→ -10	-1
- COc1ccc(NC(=O)CN(C)C(=O)c2ccccc2OCC(=O)Nc2cccc(C(F)(F)F)c2)cc1
→ -9	-2
- O=C(NCC(=O)N(c1cccc(F)c1)C(C(=O)NCC1CCCO1)c1ccccc1)c1ccco1 (stereo not given)
→ -8	10
- CC(=O)N(C)c1ccc(N=Cc2cc3c(cc2[N+](=O)[O-])OCO3)cc1
→ -11	6
- C/C(=N\NC(=O)c1c([N+](=O)[O-])c(C)nn1C)c1ccc(NC(=O)C2CCCC2)cc1
→ 28	-17
- Cc1ccc(C(=O)O/N=C/c2c(N3CCOCC3)n(C)c3ccccc23)cc1
→ -28	-9
- Cc1csc(NC(=O)c2ccc(OCC3CCCO3)cc2)n1 (stereo not given)
→ 9	-7
- COc1ccc(C2=CC(=O)CC(c3ccccc3)C2)cc1 (stereo not given)
→ 8	-1
- Cc1ccc([N+](=O)[O-])c(OCCCN2C(=O)NC(C)(C)C2=O)c1
→ -5	6
- O=C(c1cccc(Cl)c1)N1CCN(c2ncnc3c2cnn3-c2ccccc2)CC1
→ 1	5
- CCOC(=O)C1(Cc2cccc(OC)c2)CCCN(C(=O)CNC(C)=O)C1 (stereo not given)
→ 6	6
- COc1cccc(/C=C/C(=O)NNC(=O)c2ccccc2)c1OC
→ -5	3
- Cc1cc(=O)oc2c(CN3CC(C)OC(C)C3)c(O)c(Cl)cc12 (stereo not given)
→ 2	100
- COCCNc1nc2c(c(=O)n(C)c(=O)n2C)n1Cc1cccc(C)c1
→ -2	-11
- CCN(CC)CCNC(C(=O)Nc1cccc(C(C)=O)c1)c1ccccc1 (stereo not given)
→ 28	-2
- O=C(NCCS(=O)(=O)c1ccc(Br)cc1)c1c(F)cccc1F
→ 4	-1
- CCOC(=O)C1=C(C)N(C)C(=O)NC1c1cccc(O)c1 (stereo not given)
→ -21	7
- CC(C)NC(=O)/C(C#N)=C\c1ccc(N(C)C)c(Br)c1
→ -11	-7
- Cc1cc(=O)[nH]c(SCC(=O)Nc2ccc(Br)cc2)n1
→ 10	-3
- CCOC(=O)c1sc(NC(=O)CCN2CCC(C)CC2)c(C(=O)OCC)c1C
→ 2	52
- Cc1ccc[n+](CC(=O)Nc2cc(C(F)(F)F)ccc2N2CCOCC2)c1
→ -22	4
- CN(C)CCNC(=O)c1cccc2nc3cccc(F)c3nc12
→ 92	-66
- Nc1cc(=O)[nH]c(SCC(=O)Nc2ccc(S(=O)(=O)N3CCCC3)cc2)n1
→ -12	4
- CC(NC(=O)CN(C)S(=O)(=O)c1cnc[nH]1)c1ccccc1 (stereo not given)
→ 1	7
- CCN(C(=O)COC(=O)c1ccc([N+](=O)[O-])o1)C1CCCCC1
→ 2	-3
- CN(C)CCCN(C(=O)/C=C/c1cccs1)c1nc2c(F)cccc2s1
→ 23	5
- COc1ccc(CC(=O)NCc2cccs2)cc1OC
→ -5	-3
- Cn1c(C(=O)NCCc2c[nH]c3ccccc23)cc2sccc21
→ 7	-11
- N/C(=N\O)c1ccc([N+](=O)[O-])s1
→ -11	0
- O=C(c1cnc2n(c1=O)CCS2)N(C1CCCCC1)C1CCCCC1
→ -5	-3
- Cc1ccc(NC(=O)Cc2cccs2)cc1Cl
→ -8	3
- CC(=O)N1CCC2(CC1)C/C(=N\NC(=S)Nc1ccccc1F)c1cc(O)ccc1O2
→ 20	-17
- CCC(=Nc1ccccc1)C1=C(O)CCCC1=O
→ 5	-2
- CN(c1ccccc1)S(=O)(=O)c1cccc(NC(=O)CC(C)(C)C)c1
→ -10	7
- COc1ccc(-c2c(C#Cc3ccc(N(C)C)cc3)c3ccccc3n2C)cc1
→ -63	9
- CC(=O)c1sc2nc(SCC(=O)N3CCCCC3)[nH]c(=O)c2c1C
→ -4	4
- O=C(NCC(=O)N(c1ccccc1)C(C(=O)NCC1CCCO1)c1ccccc1)c1ccco1 (stereo not given)
→ 1	-1
- CCn1c(SC(C)C(=O)O)nnc1-c1cccnc1 (stereo not given)
→ -1	8
- Cc1nonc1CN(C)C(=O)CC1C(=O)NCCN1Cc1ccc(F)c(F)c1 (stereo not given)
→ -1	0
- N#Cc1sc(=O)[nH]c1Cl
→ -6	-7
- COc1cc(C2C(C#N)=C(N)Oc3cc(C)oc(=O)c32)ccc1OC(=O)N1CCOCC1 (stereo not given)
→ 3	8
- CCOC(=O)C1(C)CCCN1C(=O)c1ccc(C)cc1 (stereo not given)
→ -10	-4

Later entries.
Values run as follows: TAG inh	TAG inh DAPI viability
- COc1cccc(CN(C(=O)Cc2c[nH]c3ccccc23)C(C(=O)NC2CCCCC2)c2ccc(C)o2)c1 (stereo not given)
→ 29	-4
- NC(=O)/C(=C/c1ccco1)NC(=O)c1ccc(Br)o1
→ 11	9
- Cc1nc(-c2ccc(Cl)cc2)sc1C(=O)O
→ -1	1
- CN1CCC(NC(=O)NC2CCCCC2)CC1
→ -2	-6
- CCN(C(=O)CSc1nc2ccccc2n1CCc1ccccc1)C1CCS(=O)(=O)C1 (stereo not given)
→ 6	-4
- CCCCCCNC(=O)CCCCCNS(=O)(=O)c1ccc(Br)cc1
→ -18	10
- CC(C)(C)NC(=O)c1nc2ccccc2s1
→ 5	-8
- Cc1sc2nc3n(c(=O)c2c1C)CCCCC3
→ -4	2
- CCOC(=O)CCc1c(C)c2ccc(OCc3cc([N+](=O)[O-])ccc3OC)cc2oc1=O
→ 4	0
- COC(=O)C(Cc1ccccc1)NC(=O)c1ccc(C)cc1 (stereo not given)
→ -11	-2

Complete entries as entered above. Order of values: TAG inh	TAG inh DAPI viability
Record of CN1CCC(NC(=O)NC2CCCCC2)CC1 → -2	-6
Record of NC(=O)/C(=C/c1ccco1)NC(=O)c1ccc(Br)o1 → 11	9

Continued:
Values run as follows: TAG inh	TAG inh DAPI viability
- COc1cccc(NC(=O)C2c3cc(OC)c(OC)cc3C(=O)N(C)C2c2cccnc2)c1 (stereo not given)
→ 12	-14
- O=C(CSc1nc2ccc(Cl)cc2[nH]1)NCc1ccco1
→ -11	1
- CCOC(=O)c1c(C)cc(C)n2c1nc1ccccc12
→ -2	3
- CC(=O)N1CCN(c2ccc(NC(=O)c3ccc([N+](=O)[O-])cc3)cc2)CC1
→ -12	1
- O=C(NCC1CCCO1)c1onc(CSc2ccc(F)cc2)c1C(=O)O (stereo not given)
→ -15	-1
- CN(C(=O)CSc1ncnc2sccc12)C1CCCCC1
→ 13	1
- CCOC(=O)c1sc(NC(=O)c2ccccc2OCC)nc1C
→ 0	20
- Cn1c(NCCCO)nc2c(c1=O)C1(CCCCC1)Cc1ccccc1-2
→ 2	37
- O=C(Cn1cc(COc2ccc(Cl)c(Cl)c2)nn1)NS(=O)(=O)c1ccccc1C(F)(F)F
→ 2	0
- O=C(CN(C(=O)CNC(=O)c1ccco1)c1ccc(Cl)c(Cl)c1)NC1CCCCC1
→ 5	-3
- CCN1CCN(C(=S)Nc2ccccc2Cl)CC1
→ 3	8
- COc1ccc(C(CNC(=O)c2cccc(S(=O)(=O)N3CCCCC3)c2)N2CCCC2)cc1 (stereo not given)
→ 11	-16
- OC(c1ccc(-c2ccccc2)cc1)c1ncc(-c2ccccc2F)[nH]1 (stereo not given)
→ -24	-4
- COc1ccccc1C(=O)NCCSCc1ccccc1Cl
→ -8	-4
- CC(C)c1cccc(-c2ccc3c(c2)S(=O)(=O)c2cccc(C(=O)NC4CCCC4)c2C3=O)c1
→ 29	-3
- N#Cc1c(N2CCN(C(=O)c3ccccc3)CC2)nc(-c2ccccc2)c2c1CCCC2
→ -14	-3
- CCOc1ccccc1OCCCC(=O)N1CCN(S(=O)(=O)c2cccc(F)c2)CC1
→ 7	-12
- Cc1cccc(C(=O)N/N=C2\CS(=O)(=O)N(C)c3ccsc32)c1
→ 13	-2
- N=c1c2c(-c3ccccc3)c(-c3ccccc3)oc2ncn1Cc1ccco1
→ -227	13
